ERAP1 HTS inh = human ERAP1 aminopeptidase inhibitors, primary screen, biochemical, single point, plate reader; recombinant ERAP1, Leu-AMC fluorescence, 60 min; hit rate 0.15% among 340,000; inhibition, % at 10.7 µM; Endoplasmic reticulum aminopeptidase 1 (Homo sapiens), Q9NZ08;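 active = mean replicate inhibition of at least 30%, or all replicates individually reaching that 30% level; inactive = mean below 30% and not every replicate reaching it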;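 also: 0% = neutral control wells and 100% = L-leucinethiol positive control wells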
Target sequence (Q9NZ08 whole entry, looked up): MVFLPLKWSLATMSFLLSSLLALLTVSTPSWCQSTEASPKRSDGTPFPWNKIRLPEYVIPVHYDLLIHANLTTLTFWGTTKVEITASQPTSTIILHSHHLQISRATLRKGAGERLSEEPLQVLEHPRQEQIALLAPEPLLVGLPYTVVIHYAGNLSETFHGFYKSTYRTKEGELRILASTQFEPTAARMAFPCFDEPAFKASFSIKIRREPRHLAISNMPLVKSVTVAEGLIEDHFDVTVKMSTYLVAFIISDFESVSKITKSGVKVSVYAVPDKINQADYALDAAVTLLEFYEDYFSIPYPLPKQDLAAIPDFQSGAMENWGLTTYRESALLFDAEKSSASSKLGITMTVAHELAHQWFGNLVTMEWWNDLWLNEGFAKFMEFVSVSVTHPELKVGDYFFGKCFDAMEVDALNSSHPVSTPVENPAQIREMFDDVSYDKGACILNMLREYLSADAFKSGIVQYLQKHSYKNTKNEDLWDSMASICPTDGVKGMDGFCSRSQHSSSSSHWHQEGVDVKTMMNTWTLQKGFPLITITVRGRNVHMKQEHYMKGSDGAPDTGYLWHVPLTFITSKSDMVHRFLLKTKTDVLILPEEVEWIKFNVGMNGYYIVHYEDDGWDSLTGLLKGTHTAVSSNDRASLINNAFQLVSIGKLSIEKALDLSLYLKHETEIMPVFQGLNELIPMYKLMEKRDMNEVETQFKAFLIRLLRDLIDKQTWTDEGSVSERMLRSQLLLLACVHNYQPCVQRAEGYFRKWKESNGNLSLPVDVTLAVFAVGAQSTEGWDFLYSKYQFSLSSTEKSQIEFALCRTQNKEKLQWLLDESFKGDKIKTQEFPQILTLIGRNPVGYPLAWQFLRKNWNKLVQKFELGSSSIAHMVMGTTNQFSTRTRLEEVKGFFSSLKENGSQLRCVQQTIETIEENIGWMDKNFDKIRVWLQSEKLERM
Xi reactivation = activators of inactive X chromosome reactivation, primary screen, imaging, XiGFP fibroblasts, GFP high-content imaging, set 2; activation, % at 7.58 µM; hit rate 0.055% among 360,000; XiGFP mouse fibroblasts, % GFP-positive cells imaging, 3 d; cells co-treated with 5-aza-dC sensitizer; scaled so ellipticine positive control = 100%;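 active = mean normalized replicate activation at least 10% and every replicate at or above 10%; inconclusive = only one of the two criteria met; inactive = mean below 10% and not all replicates reach 10%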;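 also: 0% = median of on-plate neutral control wells and 100% = ellipticine 6 µM median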
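Material: SV40-immortalized XiGFP fibroblast cells, line 68-5-11 | Buffer or medium: DMEM containing 5-aza-dC | Dosing: One concentration, pinned | Times: 3 d treatment, 15 min room-temperature fixation | Controls: Ellipticine 6 µM positive control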
RAD52 anneal inh = RAD52 DNA annealing inhibitors, primary screen, biochemical, FRET, single point, set 2; DNA repair protein RAD52 homolog (Homo sapiens), P43351; recombinant RAD52 DNA annealing, FRET fluorescence; inhibition, % at 18.7 µM; hit rate 0.46% among 360,000; AID 651710, 2012;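 active = every replicate showing at least 50% inhibition; inconclusive = mean inhibition at least 50% but not in every replicate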
esBAF inh = Bmi1 luciferase reporter increase in mESCs, primary screen, esBAF inhibitor project, mouse ES cells, Bmi1 luciferase knock-in, single point | reporter increase, % at 12.5 µM | 24 h; 100% = twice the neutral-well signal | hit rate 2% among 350,000; in the data active = activation above about 40%; inconclusive = no clear call, values can overlap the other calls;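 also: 0% = median of the plate's neutral control wells and 100% = double that signal; a rise in the Bmi1 reporter signal indicates esBAF inhibition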
E-selectin induc = E-selectin induction in HUVECs, primary screen, imaging, HUVEC, immunofluorescence imaging, single point | AID 686992, 2013 | normalized: neutral wells 0, TNF-alpha wells 100 | activation, % at 7.58 µM | hit rate 0.37% among 260,000;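 active = mean E-selectin-positive cell signal at least 10% of the positive control, reached in at least 60% of replicates, without over 20% cell loss; inconclusive = no rule given, readout overlaps actives, possibly toxicity-flagged; inactive = the rest, including those meeting only one limit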;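 also: in these data hits start at about 27%; measured in HUVEC primary endothelial cells; signal is the percent of cells scored E-selectin positive by PE staining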
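Test system: HUVEC; input: 3,000 HUVEC/well; measured by: immunofluorescence imaging; read-out: % PE-positive cells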
ERp5 block = inhibitors of ERp5-driven insulin aggregation, primary screen, biochemical, turbidity, absorbance 650 nm, single point. Protein disulfide-isomerase A6 (Homo sapiens), Q15084. 90 min. inhibition, % at 9.99 µM. hit rate 0.05% among 350,000;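 active = mean replicate inhibition above about 25%, with every replicate also reaching it, limit read from the data, passing the limit was not always enough; inconclusive = only one of those two criteria met; inactive = neither criterion met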
S100A4 inh HTS = inhibitors of S100A4-myosin IIA peptide binding, primary screen, biochemical, fluorescence polarization, TAMRA-MyoIIA peptide | AID 652163, 2013 | inhibition, % at 10.7 µM | Protein S100-A4 (Homo sapiens), P26447 | hit rate 0.14% among 360,000;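 active = mean inhibition of at least 70% across replicates, with every replicate also reaching that level; inconclusive = mean inhibition reaches 70% but some replicates fall short; inactive = mean inhibition below 70%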
Target sequence (P26447 whole entry, looked up): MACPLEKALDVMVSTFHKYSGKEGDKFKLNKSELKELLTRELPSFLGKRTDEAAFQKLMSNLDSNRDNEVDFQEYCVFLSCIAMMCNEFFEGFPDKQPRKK
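Material: S100A4 monomer protein / Buffer or medium: 50 mM HEPES pH 7.2, 10 mM CaCl2, 100 mM KCl / Times: 5 min incubation before reading / Benchmarks: neutral control DMSO, positive control TFP / Reagent: labelled myosin peptide probe, 5 nM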
RAD54 branch = inhibitors of human RAD54 branch migration, primary screen, biochemical, fluorescence, single point. DNA repair and recombination protein RAD54-like (Homo sapiens), Q92698. AID 602329, 2012. hit rate 0.14% among 360,000. inhibition, % at 10.4 µM. RAD54 Holliday junction branch migration, FAM/BHQ fluorescence;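 active = mean normalized replicate activity at least 40 and at least half of replicates scoring 40 or more; inconclusive = only one of the two criteria met; inactive = mean below 40 and under half of replicates reaching 40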;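 also: 0% = median of neutral control wells and 100% = median of positive control wells; inhibitors cause a drop in the FAM fluorescence signal; in these data hits start at about 50%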
* = called active by the depositor; ? = inconclusive; / = not tested or not shown; & = joins results of further samples.

Second line of a record: ERAP1 HTS inh	Xi reactivation	RAD52 anneal inh	esBAF inh	E-selectin induc	ERp5 block	S100A4 inh HTS	RAD54 branch
Cc1ccc(S(=O)(=O)N(C)C[C@@H]2Oc3ccc(NC(=O)Nc4ccc(F)cc4)cc3C(=O)N([C@@H](C)CO)C[C@@H]2C)cc1
    1	0.1	21	-1	-0.5	0	-3	2
CN(C(=O)c1cc2c(s1)-c1ccccc1S(=O)(=O)C2)c1ccccc1F
    -8	-0.1	-6	6	/	?	0	-5
CO[C@H]1CN(C)C(=O)c2cc(NC(C)=O)ccc2OC[C@@H](C)N(C(=O)Cc2cccnc2)C[C@H]1C
    2	1.0	-20	-3	-0.3	-2	1	6
COc1ccc(CCNS(=O)(=O)c2c(C)nc3scc(C)n3c2=O)cc1OC
    1	0.0	-9	-5	/	4	0	8
O=C(Nc1cccnc1Cl)C1=NN(c2ccccc2)C(=O)CC1
    -3	0.0	-5	-7	/	2	-1	-13
O=C(Nc1ccccc1)c1ccccc1NC(=O)[C@H]1CCCC[C@H]1C(=O)O
    -9	-0.1	1	7	/	0	-4	-1
CC(OC(=O)Cc1c[nH]c2ccccc12)C(=O)NC1(C#N)CCCCC1 (configuration not stated)
    -2	0.4	-20	/	0.0	-4	4	11
C[C@@H]1CN([C@H](C)CO)C(=O)c2cc(NC(=O)CCC(F)(F)F)ccc2O[C@H]1CN(C)S(=O)(=O)c1ccc(Cl)cc1
    3	-0.9	10	2	0.1	-3	-10	18
O=C(C[C@H]1CC[C@H]2[C@@H](COC[C@@H](O)CN2S(=O)(=O)c2cccc(F)c2)O1)Nc1ccccc1
    0	0.0	-4	3	0.0	0	2	-1
Cc1c(Cl)cccc1NC(=O)CSc1nnc(C)n1CC1CCCO1 (configuration not stated)
    -5	0.0	-13	0	0.0	0	-1	0
CN(C)S(=O)(=O)N1CCCC(C(=O)c2ccc(C(F)(F)F)cc2)C1 (configuration not stated)
    0	0.0	-7	/	/	-6	4	/
COc1ccccc1C(=O)N1C[C@@H]2[C@H](c3ccccc31)[C@@H](CO)N2CC1CCOCC1
    /	0.5	/	9	0.9	/	/	4
OC(c1ccccc1)(C1CCCCC1)C(CN1CCOCC1)c1ccccc1 (configuration not stated)
    7	0.1	-8	-10	-0.3	0	8	-11
Cc1noc(C)c1NC(=O)Nc1ccc2c(c1)C(=O)N([C@@H](C)CO)C[C@H](C)[C@@H](CN(C)C(=O)Nc1cccc3ccccc13)OCCCC[C@H](C)O2
    /	0.4	/	10	0.0	/	/	13
Cc1cccc(/C=N\Nc2cn[nH]c(=O)c2Cl)c1
    -3	/	-9	8	/	-2	1	-1
CS(=O)(=O)N1CC2(C1)[C@@H](c1ccccc1)[C@H](CO)N2C(=O)C1CCC1
    2	-0.1	-23	/	-0.2	-2	-8	/
COc1cccc(C#Cc2cnc3c(c2)C(=O)N([C@H](C)CO)C[C@@H](C)[C@@H](CN(C)C(=O)C2CC2)O3)c1
    0	-0.4	-4	-2	-0.3	-3	-11	3
O=C(C[C@H]1CC[C@@H](NC(=O)c2ccncc2)[C@H](CO)O1)NCC1CCCCC1
    0	0.3	-6	-2	0.4	3	13	5
O=C(NC1CCS(=O)(=O)C1)C12CC3CC(CC(C3)C1)C2 (configuration not stated)
    2	/	-14	-3	/	-1	-8	-5
O=C(CSc1nc(-c2ccc(F)cc2)cs1)Nc1ccccn1
    0	0.1	-23	/	/	-1	-3	3
COc1ccc(CNC(=O)C[C@@H]2C[C@H]3c4cc(NC(=O)NC5CCCC5)ccc4O[C@H]3[C@@H](CO)O2)cc1
    0	0.0	-11	2	0.2	6	6	-4
O=CN1CCN(C(=O)c2ccc(-c3nc4ccccc4s3)s2)CC1
    11	0.2	-8	/	3.0	3	1	/
Cc1cc(C)nc(NS(=O)(=O)c2ccc(NC(=O)C3COc4ccccc4O3)cc2)n1 (configuration not stated)
    1	0.0	10	/	/	9	2	/
Cc1cc(C(=O)N2CCCC2(C)C(=O)O)c(C)o1 (configuration not stated)
    -5	0.0	-12	-2	-0.1	-3	-7	3
Cc1ccc(N(CC(=O)N2CCCC2)S(C)(=O)=O)cc1C
    0	0.2	-10	-4	0.3	1	-4	-12
C[C@H]1CN([C@@H](C)CO)C(=O)c2cc(C3=CCCCC3)cnc2O[C@@H]1CN(C)C(=O)c1ccc2c(c1)OCO2
    -2	1.1	15	4	1.0	4	3	-7
COC(=O)c1ccc(NC(=O)CSc2nc(=O)n3cccc(C)c3n2)cc1
    -3	-0.1	-13	-4	0.2	-3	-1	4
COc1ccc(Cc2nc3ccc(C(=O)NCC4COCCO4)cc3o2)cc1OC (configuration not stated)
    2	0.1	1	8	/	-2	-8	2
O=S(=O)(c1ccc(-c2ccccc2)cc1)N1[C@@H]2CNC[C@H]1C2c1ccc(-c2cccnc2)cc1 (some centres not stated)
    0&-1	0.1&0.0	66*	/	0.2&0.2	-1&-2	-16&6	/
O=C1C=C(N2CCOCC2)C2(CCCCC2)O1
    2	0.0	-9	/	/	-4	2	/

Two of these compounds, reformatted:
COc1ccccc1C(=O)N1C[C@@H]2[C@H](c3ccccc31)[C@@H](CO)N2CC1CCOCC1
  ERAP1 HTS inh: /; Xi reactivation: 0.5; RAD52 anneal inh: /; esBAF inh: 9; E-selectin induc: 0.9; ERp5 block: /; S100A4 inh HTS: /; RAD54 branch: 4

O=S(=O)(c1ccc(-c2ccccc2)cc1)N1[C@@H]2CNC[C@H]1C2c1ccc(-c2cccnc2)cc1 (some centres not stated)
  ERAP1 HTS inh: 0&-1; Xi reactivation: 0.1&0.0; RAD52 anneal inh: 66*; esBAF inh: /; E-selectin induc: 0.2&0.2; ERp5 block: -1&-2; S100A4 inh HTS: -16&6; RAD54 branch: /

6 compounds from above with just ERAP1 HTS inh:
Compound | ERAP1 HTS inh
COc1ccc(CCNS(=O)(=O)c2c(C)nc3scc(C)n3c2=O)cc1OC | 1
O=C(C[C@H]1CC[C@@H](NC(=O)c2ccncc2)[C@H](CO)O1)NCC1CCCCC1 | 0
CO[C@H]1CN(C)C(=O)c2cc(NC(C)=O)ccc2OC[C@@H](C)N(C(=O)Cc2cccnc2)C[C@H]1C | 2
Cc1cccc(/C=N\Nc2cn[nH]c(=O)c2Cl)c1 | -3
Cc1c(Cl)cccc1NC(=O)CSc1nnc(C)n1CC1CCCO1 (configuration not stated) | -5
COc1ccc(CNC(=O)C[C@@H]2C[C@H]3c4cc(NC(=O)NC5CCCC5)ccc4O[C@H]3[C@@H](CO)O2)cc1 | 0

Further compounds:
Second line of a record: ERAP1 HTS inh	Xi reactivation	RAD52 anneal inh	esBAF inh	E-selectin induc	ERp5 block	S100A4 inh HTS	RAD54 branch
O=C(Nc1ccc(CN2CCOCC2)cc1)c1cc(Cl)ccc1Cl
    -1	0.3	-12	20	/	0	-3	5
CO[C@@H](CN(C)S(=O)(=O)c1cn(C)cn1)[C@H](C)CN(C(=O)Nc1ccc(F)cc1)[C@H](C)CO
    0	0.0	-3	7	-0.1	-1	-2	-4
O=S1(=O)c2c(Oc3cccc4ccccc34)cccc2OC(COCc2ccccc2)CN1C1CCCC1 (configuration not stated)
    -4	0.3	-4	1	-0.2	-5	2	-8
O=C(CC[C@H]1O[C@@H](n2ccc(=O)[nH]c2=O)[C@H](O)[C@@H]1O)N[C@H](Cc1ccccc1)C(=O)NCCCN1CCCC1=O
    0	0.0	-8	2	-0.2	-1	-4	-2
COCc1nnc(NC(=O)c2ccc(S(=O)(=O)N3CCCC3)cc2)o1
    0	0.1	-17	-13	-1.3	9	-3	-16
COc1ccc(NC(=O)c2ccccc2NS(=O)(=O)c2ccc(CNC(C)=O)cc2)c(OC)c1
    2	0.0	-10	0	0.3	1	1	-2
COc1ccc(-c2csc3nc(-c4ccccc4F)oc(=O)c23)cc1
    3	0.9	2	13	-0.2	5	-1	-1
COc1ccccc1NC(=O)NC1(C(=O)N2CCOCC2)CCCCC1
    0	0.3	-7	-2	/	0	-4	-3
CCC(CC)C(=O)N(C)c1c(C)nc2c(OCc3ccccc3C(=O)OC)cccn12
    0	0.0	-9	-1	-0.3	3	-2	-2
Cc1noc(C)c1COc1cccc(C(=O)OCC(=O)NC(=O)c2ccc(OC(F)F)cc2)c1
    0	0.1	-24	1	0.0	0	-4	-12
CN(CCc1ccccc1)C(=O)c1ccc(NC(=O)Cc2ccc(NC(=O)C3CCN(C(=O)C4CCCCC4)CC3)cc2)cc1
    -1	0.0	-23	-7	0.1	-1	16	-17
O=C(C[C@H]1CC[C@H]2[C@@H](COC[C@H](O)CN2Cc2nccs2)O1)NCc1ccc(-c2ccccc2)cc1
    0	-0.1	-11	14	-0.1	-6	-6	-4
N#Cc1cccc(C(=O)NCC2CCN(C(=O)C(=O)c3cc4ccccc4o3)CC2)c1
    1	0.0	-14	/	-0.1	-4	5	/
C[C@@H]1CN([C@H](C)CO)C(=O)Cc2cc(NC(=O)c3ccncc3)ccc2O[C@H]1CN(C)C
    1	-1.3	-9	-3	7.7	3	-24	1
C[C@@H]1CN([C@@H](C)CO)C(=O)c2cc(NC(=O)Nc3ccc(F)cc3)ccc2O[C@H]1CN(C)S(C)(=O)=O
    0	-1.3	11	-4	-7.3	-3	-1	1
CO[C@@H]1CN(C)C(=O)c2ccc(NS(=O)(=O)CC(F)(F)F)cc2OC[C@H](C)NC[C@H]1C
    /	0.3	-19	-5	-0.3	-1	-1	-11
O=C(NCc1ccc(F)cc1)[C@@H]1[C@@H](CO)[C@@H]2Cn3c(cccc3=O)[C@H]1N2
    2	0.5	-3	0	-0.3	2	-22	2

High-throughput results: PubChem BioAssay, Broad Institute
